# HCMV antiviral: human cytomegalovirus inhibition; HFF cells, HCMV-luciferase reporter, 72 h; hits give low values; activity change, negative = inhibition, % at 57.5 µM; 4.5% of 410,000 active; AID 1259415; in the data active = activity change below about -60%; inconclusive = no clear call, values can overlap the other calls; inactive = above about -39%
#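 Two compound doses tested in HFFs infected with HCMV-luciferase, MOI 1 PFU/cell, 72 h at 37C. Lysate luminescence read with OneGlo; data normalized against buffer-only and 10uM Salinomycin inhibitor controls.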
# AmpC detergent: AmpC beta-lactamase inhibition with detergent present | AmpC hydrolysis of nitrocefin, absorbance 480 nm, 0.01% Triton | AID 485294 | Potency, µM (titrated, usually from 114 µM), without a hit: top-dose activity change, negative = inhibition, actives largely listed as inhibitors | 0.041% of 370,000 active;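 also: potency is read from the fitted curve at half-maximal effect; 0% = no-compound wells and -100% = no-enzyme wells; nearly all actives have a fitted effect of over 25% in size; some results filed as inactive show a strong effect at the top dose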
# Target sequence (P00811 whole entry, looked up): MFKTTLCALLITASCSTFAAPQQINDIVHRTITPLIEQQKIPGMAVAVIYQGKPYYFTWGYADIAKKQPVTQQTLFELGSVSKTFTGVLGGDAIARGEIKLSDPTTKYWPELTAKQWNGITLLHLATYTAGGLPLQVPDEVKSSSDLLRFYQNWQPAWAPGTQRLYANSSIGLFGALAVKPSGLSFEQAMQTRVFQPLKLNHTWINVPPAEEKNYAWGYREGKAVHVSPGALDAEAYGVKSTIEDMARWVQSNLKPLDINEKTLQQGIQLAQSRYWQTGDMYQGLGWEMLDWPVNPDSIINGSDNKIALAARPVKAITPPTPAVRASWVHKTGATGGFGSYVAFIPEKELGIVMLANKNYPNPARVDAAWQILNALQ
#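 20 mM phosphate pH 7.0 + 0.01% (detergent screen) or 0.0001% Triton X-100; 5.3 nM AmpC reagent; cpd preinc 15 min RT; nitrocefin (800 uM stock) to start; A480 q20 s × 4 min; Activity was normalised to no-enzyme and no-compound control wells.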
# Sm TGR block: blocks Schistosoma mansoni thioredoxin glutathione reductase | Potency, µM (series often up to 114 µM), inactives show at the top dose activity change, negative = inhibition, most hits filed as inhibitors | purified TGR, DTNB reduction, TNB absorbance 405 nm | Q962Y6 | 3% of 360,000 active; also: potency is read from the fitted curve at half-maximal effect; nearly all actives have a fitted effect of over 60% in size
#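 First, TGR (20 nM dispensed) and NADPH were mixed with compound. Second, a 15 min room-temperature incubation followed. Third, further NADPH and then DTNB were added to start the reaction. Finally, TNB absorbance was monitored kinetically.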
# Giardia FBPA inh: Giardia lamblia aldolase inhibition; purified Giardia FBPA; Potency, µM (titrated, usually from 59.6 µM), for the others: at the highest dose activity, negative = inhibition, actives largely listed as inhibitors; 0.71% of 290,000 active; A8B2U2; also: potency is read from the fitted curve at half-maximal effect; nearly all actives have a fitted effect of over 55% in size
# Target sequence (A8B2U2 whole entry, looked up): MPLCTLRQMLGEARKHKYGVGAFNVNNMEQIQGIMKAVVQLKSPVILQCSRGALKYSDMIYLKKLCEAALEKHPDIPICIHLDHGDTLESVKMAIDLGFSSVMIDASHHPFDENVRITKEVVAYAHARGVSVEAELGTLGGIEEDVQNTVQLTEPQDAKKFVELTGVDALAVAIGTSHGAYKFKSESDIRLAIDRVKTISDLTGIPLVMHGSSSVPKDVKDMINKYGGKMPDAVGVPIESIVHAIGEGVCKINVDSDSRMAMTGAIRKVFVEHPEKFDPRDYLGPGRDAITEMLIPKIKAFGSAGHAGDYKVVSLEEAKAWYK
#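 40 nM FBPA preincubated 10 min at RT with compound (up to 57.5 uM final), then substrate plus GAPDH/TPI/NAD/arsenate coupling and diaphorase/resazurin added. Fluorescence read after 20 min at RT, 525/598 nm.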
# AMA1 RON2 block: AMA1-RON2 (P. falciparum) interaction inhibition; 0.2% of 360,000 active; AlphaScreen AMA1-biotinylated RON2 peptide binding; Potency, µM (series often up to 58.2 µM), for the others: at the highest dose activity change, negative = inhibition, hits mostly inhibitors;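 also: potency is read from the fitted curve at half-maximal effect; 0% = vehicle wells and -100% = peptide control; nearly all actives have a fitted effect of over 45% in size; some results filed as inactive show a strong effect at the top dose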
#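 AMA1 (3D7) with his tag at 25 nM final met compounds first, then biotinylated RON2 peptide at 25 nM; detection used donor plus acceptor beads, 10 µg/mL apiece, read by AlphaScreen after 30 min at room temperature.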
# AmpC no deterg: inhibitors of E. coli AmpC beta-lactamase without detergent | P00811 | AmpC nitrocefin hydrolysis, absorbance 480 nm, 0.0001% Triton | Potency, µM (doses to about 57.1 µM), for inactives: top-dose activity change, negative = inhibition, hits mostly inhibitors | 0.52% of 330,000 active | AID 485341;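 also: potency is read from the fitted curve at half-maximal effect; plate controls were no compound for no effect and no enzyme for full effect; nearly all actives have a fitted effect of over 20% in size; some results filed as inactive show a strong effect at the top dose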
#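 AmpC (5.3 nM in the dispensed reagent) in 20 mM phosphate pH 7.0 with 0.01% (detergent screen) or 0.0001% Triton X-100 was preincubated with compounds for 15 min at room temperature. Nitrocefin was then added from an 800 uM solution, and hydrolysis was followed at 480 nm.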
# * = called active by the depositor; u = inconclusive; x = no result given; & = joins results of further samples; ! = a repeat was not active; [ ] = remark or other dose. Unless noted, calls follow the shape of the dose curve; as a rule, active = well fitted curve in the direction sought with a large enough effect; inconclusive = small, poorly fitted or top-dose-only effect, or another doubt; inactive = no such curve, though single readings can be large; an effect the other way counts as inactive or inconclusive. Unless noted, % is scaled to controls: 0 for no effect and ±100 for the full control effect.
mol | AMA1 RON2 block | AmpC no deterg | HCMV antiviral | AmpC detergent | Sm TGR block | Giardia FBPA inh
CC(=O)N1CC(C)Oc2ccc(S(=O)(=O)Nc3ccc(Cl)cn3)cc21 (centres undefined) | -3% | -14% | -8 | 3% | -6% | -5%
CCOC(=O)C(C)Sc1nc2c([nH]c3ccccc32)c(=O)n1C (centres undefined) | -10% | -5% | 65 | 1% | 2% | 2%
CCCCC(=O)Nc1ccc2c(c1)nc(CN1CCN(C(=O)OCC)CC1)n2C | 4% | 34% | -39 | -4% | 4% | -2%
CC1(C)CC(=O)C(C=Nc2cccnc2/N=C/C2=C(O)CC(C)(C)CC2=O)=C(O)C1 | 35%[activator] | -12% | -12 | 1% | 22µM* | -3%
CCOC(=O)C(c1ccccc1)C(Nc1ccccc1)c1ccccn1 (centres undefined) | 0% | 2% | -4 | -3% | 11% | 10%
Cc1cc(NC(=O)CSc2nncn2N)no1 | 4% | -16% | 37 | -2% | 1% | 6%
C=CCn1c(SCC(=O)NC2CCCC2)nnc1-c1ccccn1 | 9% | -7% | -27 | -13% | 3% | x
O=c1c2cc(NC(=S)NC3CCCCC3)ccc2nc2n1CCCCC2 | 2% | -9% | -80* | -1% | -5% | 4%
COc1ccccc1C(C)NC(=O)Cc1ccc(S(=O)(=O)N2CCOCC2)s1 (centres undefined) | 18% | -15% | 24 | -11% | -4% | x
Cc1cccc(NC(=O)CCCn2c(C)c3cnn(-c4ccccc4)c(=O)c3c2C)c1C | x | x | -11 | 5% | -16% | x
O=C(c1ccc(S(=O)(=O)N2CCCC2)cc1)N1CCN(Cc2ccc3c(c2)OCO3)CC1 | 3% | 104%[activator] | -24 | u | 5% | 4%
COc1ccccc1C1=NN(C(=O)c2ccccc2)C(c2ccc(Br)cc2)C1 (centres undefined) | -14% | -39% | x | 3% | 0% | 15%
CCOc1ccc(-c2nc(C#N)c(NC3CC3)o2)cc1 | -6% | -3% | x | 3% | -21% | u
O=C(CNc1cccc(S(=O)(=O)N2CCCC2)c1)Nc1ccc(C(F)(F)F)cc1 | 1% | 1% | -69* | 3% | 5% | x
Cc1ccccc1NC(=O)Cc1nc(COC(=O)c2ccc(Cl)nc2)cs1 | 7% | -26% | -19 | u | -10% | x
CCN(CC)S(=O)(=O)c1ccc(C(=O)N2CC(=O)Nc3ccc(F)cc3C2c2ccccc2)cc1 (centres undefined) | x | x | -10 | 8% | 1% | x
COc1ccc(CN2C(=O)N(c3ccccc3)C(=O)C2CC(=O)Nc2ccccc2)cc1OC (centres undefined) | 1% | 11% | -24 | -5% | -19% | -1%
Cc1nc2c(-c3ccccc3)c(C)nn2c(C)c1CCC(=O)NCc1ccc(F)cc1 | x | x | 4 | 1% | 6% | x
C=CCn1c(SC(C)C(=O)Nc2ccc(F)c(F)c2F)nnc1C1CC1 (centres undefined) | 3% | 10% | u | -12% | -4% | x
COc1ccc(OCC(=O)NC(=S)Nc2ccc(N3CCOCC3)c(Cl)c2)cc1 | 27% | -11% | x | -4% | -8% | -5%
COc1ccc2oc(=O)c(C(=O)NCCc3c(C)[nH]c4c(C)cccc34)cc2c1 | x | x | -3 | 0% | -5% | x
O=C(CSc1nnc(-c2cccnc2)n1-c1ccccc1)N1CCN(c2ccc(F)cc2)CC1 | -11% | 109%[activator] | -27 | -8% | -9% | 5%
O=C(Nc1cccc(-c2nnc(-c3ccccc3)o2)c1)C1CCCO1 (centres undefined) | 1% | 39% | 11 | -20% | -8% | u
COc1ccc(C(=O)N/C(=C/c2cccnc2)C(=O)N2CCN(C)CC2)cc1OC | 8% | -14% | 10 | 3% | 1% | x
CCOC(=O)N1CCN(C(=O)c2ccccc2NS(=O)(=O)c2ccc(C)cc2)CC1 | -1% | 23% | -20 | -1% | 0% | -2%
CN1CCOc2cc(S(=O)(=O)NCc3ccc(S(N)(=O)=O)cc3)ccc21 | 1% | -16% | 3 | -6% | -1% | x
Cc1cccc(C(=O)Nc2ccc3oc(-c4ccncc4)nc3c2)c1 | x | x | u | -2% | -8% | x
N#Cc1cc(Oc2cccnc2)c(Oc2cccnc2)cc1C#N | 5% | -25% | 49 | -5% | -3% | 0%
COc1ccc(CN2C(=O)c3ccccc3C2C(=O)NC2CCCCCC2)c(OC)c1 (centres undefined) | 0% | 0% | 0&-12 | 4%&-4% | 15%&1% | 8%
Cc1noc(C)c1C(=O)Nc1ccc(F)cc1 | 5% | -7% | -29 | 4% | -4% | 2%
CCN(CC)CCCN(Cc1cc2cc(OC)ccc2[nH]c1=O)C(=O)Nc1ccc(F)cc1 | 4% | 27% | -11 | -13% | 0% | -3%
CC(C)c1ccc(N(CC(=O)NC2CCCCC2)C(=O)CNC(=O)c2ccco2)cc1 | 0% | -7% | u | 7% | 5% | 9%
COC(c1ccccc1)c1nnc(CCC(=O)N(C)Cc2cccc(-n3cccn3)c2)o1 (centres undefined) | -8% | 78%[activator] | 50 | 8% | 4% | 3%
COc1ccc(Nc2nc(C)nc3c2oc2ccccc23)c(OC)c1 | -18% | 3% | -14 | 3% | 9% | -29%
COc1ccc(NC(=O)CSc2nccn2Cc2ccc(F)cc2)c(OC)c1 | -11% | 1% | 39 | -7% | -7% | x
Cc1c(C(=O)OC/C(O)=C(\C#N)c2nc3ccccc3[nH]2)oc2ccccc12 | 99%[activator] | -25% | -22 | -5% | 1% | -21%
C/C(=N\N1CCN(c2ccccc2)CC1)c1ccncc1 | -2% | -18% | -6 | u | x | 3%
CCOc1ccccc1-n1cnc(C#N)c1N | 14% | -1%[2.29 µM] | -23 | -2% | -6% | -3%
Cc1cc(C)c(NC(=O)C2CCCN2CCC(C)C)c(C)c1 (centres undefined) | -5% | 7% | 7 | 0% | -8% | 9%
CCOC(=O)c1c(S(=O)(=O)N2CCC(C(=O)N3CCN(c4cc(C)ccc4C)CC3)CC2)c(C)n(C)c1C | x | x | 18 | -7% | -6% | x
O=C1CCCN1CC(O)CS(=O)(=O)Cc1ccc(Cl)cc1Cl (centres undefined) | 4% | -13% | 30 | 1% | 0% | 1%
CCOc1ccc(CCNC(=O)c2sc3nc4n(c(=O)c3c2C)CCCC4)cc1 | x | x | -13 | 20% | 0% | x
CCc1ccc(C(c2ccccc2)c2c[nH]c3ccc(C)cc23)s1 (centres undefined) | x | x | 11 | 17% | -14% | x
CCCN(CCC)S(=O)(=O)c1ccc(NC(=O)C2CCCO2)cc1 (centres undefined) | -8% | -3% | 12 | -9% | -9% | 5%
COc1ccccc1C(=O)Nc1nnc(S(=O)(=O)N2CCCCC2)s1 | 12% | 27% | -73*! | -9%&3% | -7%&-1% | -6%
CCOc1ccc(S(=O)(=O)n2nc(C)c(S(=O)(=O)N3CCCCC3)c2C)cc1 | x | x | -3 | -3% | -2% | x
CCOC(=O)Cc1csc(NC(=O)CSc2nnc(-c3ccc(OC)cc3)n2C)n1 | -4% | 30% | -10 | -4% | 2% | 2%
CC(C)(C)C1CCc2nc(NC(=O)Cc3ccc(Cl)cc3)sc2C1 (centres undefined) | x | x | -7 | -4% | -6% | x
COC(=O)CN1CCN(C(=O)c2ccco2)CC1 | 2% | 13% | 92 | 4% | 10% | x
CCCCn1c(N)c(N(C(=O)CSc2nnc(C)n2-c2ccccc2)C2CCCC2)c(=O)[nH]c1=O | -1% | 184%[activator] | 1 | 5% | 1% | x

# Other results follow.
mol | AMA1 RON2 block | AmpC no deterg | HCMV antiviral | AmpC detergent | Sm TGR block | Giardia FBPA inh
Cc1ccccc1-c1nnc(C2CCN(S(=O)(=O)c3ccc(Cl)cc3)CC2)o1 | x | x | -104* | 10% | 0% | x
CC1(C)CC(=O)C2=C(C1)N(c1ccc(F)cc1)C(=O)NC2(C(F)(F)F)C(F)(F)F | 13% | 26% | -4 | -1% | 15% | 1%
COc1cc2c(=O)n(Cc3ccccc3)c(=O)n(CC(=O)NCCc3ccccc3)c2cc1OC | 17% | -1% | 41 | 3% | -7% | -1%
O=C(CCc1ccc(O)c(O)c1)N/N=C/c1cc2c(cc1[N+](=O)[O-])OCO2 | u | -38% | 11 | u | 16µM* | -23%
CCOc1ccc(/C=N/NC(=O)c2c(C)n(C)c3ccc(OC)cc23)cc1 | -5% | 32µM* | -29 | -3% | -8% | -2%
Cc1cc(C(=O)COC(=O)c2ccc[nH]c2=O)c(C)n1-c1ccc(F)cc1 | -1% | -24% | 28 | -9% | -15% | 3%
O=C(OCc1cn(-c2ccc(Cl)c(Cl)c2)nn1)c1ccccc1 | 1% | -19% | -6 | u | 3% | 9%
Cc1cccc(C)c1OCc1cc(C(=O)N2CCCCCCC2)no1 | -4% | 23% | 94 | 3% | -15% | x
COc1cccc(C2C(C#N)=C(N)Oc3c2oc(CO)cc3=O)c1 (centres undefined) | 0% | -17% | 36 | -5% | -6% | u
CCN(CC)CCCNC(=O)c1cc2c(=O)[nH]c3ccc(C)cc3c2s1 | 5% | 13% | -25 | -4% | -15% | 11%

# Single records, as listed above.
# Cc1cccc(C)c1OCc1cc(C(=O)N2CCCCCCC2)no1 as listed: AMA1 RON2 block: -4%; AmpC no deterg: 23%; HCMV antiviral: 94; AmpC detergent: 3%; Sm TGR block: -15%; Giardia FBPA inh: x
# CC1(C)CC(=O)C2=C(C1)N(c1ccc(F)cc1)C(=O)NC2(C(F)(F)F)C(F)(F)F as listed: AMA1 RON2 block: 13%; AmpC no deterg: 26%; HCMV antiviral: -4; AmpC detergent: -1%; Sm TGR block: 15%; Giardia FBPA inh: 1%
# CCN(CC)CCCNC(=O)c1cc2c(=O)[nH]c3ccc(C)cc3c2s1 as listed: AMA1 RON2 block: 5%; AmpC no deterg: 13%; HCMV antiviral: -25; AmpC detergent: -4%; Sm TGR block: -15%; Giardia FBPA inh: 11%

# Continuation.
mol | AMA1 RON2 block | AmpC no deterg | HCMV antiviral | AmpC detergent | Sm TGR block | Giardia FBPA inh
O=C(NC1CCCC1)c1ccc(CSc2nc3ccncc3n2Cc2cccc(F)c2)cc1 | x | x | -2 | 0% | 8% | x
CC(NC(=O)CCc1nnc(CCCc2ccccc2)o1)c1ccccc1 (centres undefined) | 13% | 73%[activator] | 10 | -5% | -11%[57.1 µM] | 2%
Cc1ccsc1/C=N/n1c(C2CCCCC2)n[nH]c1=S | 2%[2.32 µM] | -17% | -8 | -6% | -16% | -1%
COc1ccc(OCCn2c(C)nc3cc(C)c(C)cc32)cc1 | x | x | 12 | 1% | -8% | x
CNC(=O)CSc1nnc(NC(=O)Nc2ccccc2)s1 | x | x | 51 | 8% | -3% | x
CC(=O)Nc1ccc(NC(=O)C(C)N(C)CC(=O)Nc2ccccc2Br)cc1 (centres undefined) | 65%[activator] | 3% | u | 2% | 2% | 11%
O=C(CC1CCCCC1)OCn1nnc2ccccc2c1=O | 15% | -2% | 17 | 0% | -3% | 9%
O=C(CSC(=S)N1CCOCC1)c1cc2ccccc2oc1=O | 8% | -42% | x | 1% | -10% | 0%
CCOC(=O)CNC(=O)CSc1ncnc2c1cnn2-c1ccc(Cl)cc1 | -4% | -16% | 21 | u | -26% | 2%
Cc1cccc(-c2noc(CNC(=O)Nc3ccc(F)cc3)n2)c1 | 1% | -40%[2.29 µM] | u | u | -1% | -2%

# Source: PubChem BioAssay
